# Screening results deposited in PubChem BioAssay by several laboratories.
# GDH-TPI inh = GDH-TPI coupling enzyme inhibitors, primary screen, artefact control for M. tuberculosis FBA inhibitor project, biochemical, absorbance, full deck; inhibition, % at 4.8 µM; GDH-TPI coupled enzyme counterscreen, NADH absorbance; 1.2% of 360,000 active; AID 588335, 2011; in the data active means inhibition above about 30%;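 further: 0% = DMSO wells and 100% = wells lacking the enzyme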
# BH1578 lux ind = inducers of Vibrio cholerae quorum light production without autoinducers, primary screen, BH1578 luxS cqsA deficient, single point; V. cholerae BH1578 lux reporter, luminescence, 6 h; activation, % at 18.7 µM; 0.16% of 350,000 active; AID 588436, 2011; in the data active means activation mostly above about 9.7%, no sharp cut-off; inconclusive means no clear call, values can overlap the other calls; inactive means mostly below about 3.7%; further: not every result past the cut was called active; inactives centre near 0; reference of the scale not given here
# PfHsp40 yeast = rescue of yeast from PfHsp40 toxicity, primary screen, S. cerevisiae, ATP luminescence | S. cerevisiae expressing PfHsp40, growth rescue | growth rescue, % at 12.5 µM | 0.68% of 340,000 active | AID 504582, 2011; in the data active means growth rescue above about 28%, passing the limit was not always enough; inconclusive means no clear call, values can overlap the other calls;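 further: yeast W303a lacking pdr1 and pdr3 grown in galactose medium; growth measured after three days at 30 °C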
# TcdB inh = TcdB glycohydrolase inhibitors, primary screen, biochemical, single point, plate reader; AID 652162, 2013; TcdB glycohydrolase enzymatic assay; inhibition, % at 9.99 µM; 0.24% of 350,000 active; Toxin B (Clostridioides difficile), P18177; in the data active means inhibition above about 10%
# UGM FP inh = M. tuberculosis UGM enzyme inhibitors, primary screen, biochemical, fluorescence polarization, single point; UDP-galactopyranose mutase (Mycobacterium tuberculosis (strain ATCC 25618 / H37Rv)), …; 0.06% of 320,000 active; AID 504406, 2011; purified UGM, fluorescence polarization probe displacement; inhibition, % at 10 µM; in the data active means inhibition above about 10%, passing the limit was not always enough; inconclusive means no clear call, values can overlap the other calls
# Mtb BioA inh = M. tuberculosis BioA enzyme inhibitors, primary screen, biochemical, plate reader, single point, HTS; 7,8-diaminopelargonic acid synthase BioA (Mycobacterium tuberculosis); purified M. tuberculosis BioA enzyme; inhibition, % at 9.99 µM; 0.096% of 360,000 active; AID 602481, 2012; in the data active means inhibition above about 40%; inconclusive means no clear call, values can overlap the other calls
# FadD28 FP inh = inhibitors of FadD28 bisubstrate probe binding, primary screen, biochemical, fluorescence polarization, single point; inhibition, % at 12.5 µM; 0.22% of 360,000 active; in the data active means inhibition above about 8.5%, passing the limit was not always enough; inconclusive means no clear call, values can overlap the other calls
# Y pestis TopoI = Yersinia pestis topoisomerase I inhibitors, primary screen, biochemical, cleavage product accumulation, plate reader, single point | DNA topoisomerase I (Yersinia pestis CO92) | Y. pestis Topo-I cleavage product accumulation | activity, % at 10 µM | 0.064% of 360,000 active | AID 504884, 2011; in the data active means activity above about 50%, passing the limit was not always enough; inconclusive means no clear call, values can overlap the other calls; further: inactives centre near 2
# FBA Mtb inh = Mtb FBA enzyme inhibitors, primary screen, biochemical, fluorescence, strain H37Rv | inhibition, % at 1 µM | Fructose-bisphosphate aldolase (Mycobacterium tuberculosis (strain ATCC 25618 / H37Rv)), … | purified M. tuberculosis FBA, fluorescence read-out | 2.3% of 360,000 active | AID 588726, 2011; in the data active means inhibition above about 27%;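 further: 0% = vehicle and 100% = reference inhibitor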
# * hit, by the source's call; i = inactive; ? = inconclusive; . = not tested or not shown.
SMILES	GDH-TPI inh	BH1578 lux ind	PfHsp40 yeast	TcdB inh	UGM FP inh	Mtb BioA inh	FadD28 FP inh	Y pestis TopoI	FBA Mtb inh
Cc1noc(C)c1S(=O)(=O)N1CCN(c2ccccc2Cl)CC1	-0.7	-4.8	1.0	0.7	.	0.6	-2.2	9.3	-2.2
COC(=O)[C@H](Cc1ccccc1)NC(=O)[C@@H](N)CC(=O)O	-15.0	i	-2.2	0.8	-2.6	1.7	-3.8	0.2	-0.6
CC[C@@H](C(=O)[C@@H](C)[C@@H](O)[C@H](C)[C@@H]1O[C@@H]([C@@H](CC)C(=O)O)CC[C@@H]1C)[C@H]1O[C@]2(C=C[C@@H](O)[C@]3(CC[C@@](C)([C@H]4CC[C@](O)(CC)[C@H](C)O4)O3)O2)[C@H](C)C[C@@H]1C	-1.4	i	219.7*	0.5	.	-1.6	-3.4	16.3	-0.8
COc1ccc(CC(=O)OCC(=O)Nc2ccc(Cl)c(S(=O)(=O)N(C)C)c2)cc1	-4.7	1.5	0.6	1.0	2.8	.	-0.4	-9.6	0.3
CCOc1ccccc1CNCc1ccc(F)cc1	-4.9	-0.8	1.6	-1.4	0.7	.	-3.8	-9.3	-7.8
O=C(Nc1cc(S(=O)(=O)N2CCOCC2)ccc1O)c1ccc(NS(=O)(=O)c2ccc(Cl)s2)cc1	22.3	-3.7	1.7	-0.6	0.5	.	5.3	4.0	6.4
CCn1cc2nc(SCC(=O)Nc3ccc(OC)c(OC)c3)n(Cc3ccc(OC)cc3)c(=O)c2n1	0.8	-0.2	-0.7	1.3	2.6	8.1	-1.3	10.8	-2.2
NC(=O)CSc1nnc(COc2ccc3ccccc3c2)o1	-5.9	-1.5	-0.7	0.7	0.8	0.8	-0.7	2.5	1.9
CC1CN(C(=O)c2ccc(NS(=O)(=O)c3cccc(Cl)c3)cc2)CC(C)O1 (stereo not drawn)	-8.3	-0.4	0.2	-3.1	.	0.7	-1.2	6.6	0.4
CCOC(=O)c1cnn(-c2cc(C)nc3c(-c4ccccc4)cnn23)c1N	6.5	i	1.5	.	-1.1	-0.5	-0.4	-3.0	0.2
CC(=O)N(Cc1cccc(Br)c1)c1ccc(N2CCOCC2)c(Cl)c1	5.6	i	-1.0	2.1	-0.1	12.3	0.0	20.6	-0.6
C=CCOc1ccc(C2C(C(=O)c3cccs3)=C(O)C(=O)N2c2nnc(C)s2)cc1 (stereo not drawn)	15.1	-0.3	0.6	.	0.9	-5.3	-6.8	-3.2	3.1
CC(=O)c1ccc(OCc2cc(C(=O)N3CCCCC3c3cccnc3)no2)cc1 (stereo not drawn)	-1.7	-0.3	2.8	0.7	-1.8	1.2	-3.6	-3.3	-2.4
COc1ccc(C(=O)CCC(=O)N2CCN(c3ccc(C)cc3)C(C)C2)cc1 (stereo not drawn)	5.9	-0.3	0.3	2.4	-0.6	3.6	-1.4	27.4	0.7
CCc1nc(SCC(=O)Nc2ccnc3ccccc23)n[nH]1	8.0	i	0.8	.	-1.1	-0.1	0.0	6.6	0.9
CCOc1ccc(OCC)c(NC(=O)CSc2nnc(Cn3cnc4ccccc43)n2C)c1	-1.9	-1.8	0.8	.	-0.3	-0.1	-2.9	0.9	0.6
COc1ccc(-n2c(C)c(C(C)=O)c3cc(OCC(N)=O)ccc32)cc1	0.6	i	0.5	0.1	1.3	1.2	-4.9	9.8	1.1
CC(C1CC1)N(Cc1ccccc1)C(=O)NC(=O)c1ccc(F)cc1 (stereo not drawn)	2.2	i	-0.1	0.1	0.5	.	-3.4	2.4	2.4
CCc1cc2c(SCC#N)ncnc2s1	-4.8	i	0.2	0.8	0.2	.	-3.3	3.1	-0.2
Cc1ccc(C(=O)N(C)CC(=O)Nc2ccc(Cl)c(C(F)(F)F)c2)cc1S(=O)(=O)N1CCCCC1	-4.2	-0.4	2.0	0.0	3.4	0.2	0.2	12.8	-1.3
O=C(CN1C(=O)C2CC=CCC2C1=O)NCC(=O)Nc1ccc(F)c(F)c1F (stereo not drawn)	-4.9	-0.2	-1.3	2.8	0.3	.	-1.4	-6.6	2.2
COc1ccccc1Cn1c(=S)[nH]c2ccc(Br)cc2c1=O	-6.4	-0.6	-0.5	-5.7	1.3	0.0	-1.0	0.8	1.3
O=C(OCC(=O)c1ccc[nH]1)c1ccc(Cl)nc1	10.2	i	-0.3	1.3	-0.2	-0.5	-2.4	-0.4	-2.3
COCCNC(=O)c1onc(CSc2nc3ccccc3[nH]2)c1C(=O)NCCOC	-3.9	-0.6	-1.3	-2.3	0.2	1.3	-1.0	5.3	-0.5
O=C(CSc1nnc(-c2cccnc2)n1-c1ccc(SC(F)F)cc1)N1CCCc2ccccc21	9.1	-0.3	?	-0.3	0.4	.	-2.5	14.1	3.3
CC(C)P(=O)(Cc1cccc(C#N)c1)C(C)C	-5.7	-23.6	0.0	.	1.3	1.1	0.3	1.1	1.8
COc1ccccc1NS(=O)(=O)c1cc(NC(=O)c2sccc2C)ccc1N1CCCC1	6.6	-0.3	-0.4	.	0.0	.	-0.2	-5.6	-1.0
CCOc1ccccc1N(CC(=O)N1CCOCC1)S(=O)(=O)c1ccccc1	-2.5	-4.8	-0.4	.	0.3	-0.6	-1.1	2.6	1.4
O=C(CN1CCN(Cc2ccccc2Cl)CC1)N=Nc1c(O)[nH]c2ccccc12	10.3	-0.2	-0.7	0.2	1.2	4.3	-5.2	16.1	-5.9
CC(C)(C)NC(=O)CC1C[C@H](C(=O)N2CCOCC2)[C@@]2(C)c3[nH]c4ccccc4c3CCN2C1=O (stereo partly drawn)	7.3	-0.5	-0.1	-1.2	-1.7	1.5	0.9	-7.7	0.8

# Other structures.
SMILES	GDH-TPI inh	BH1578 lux ind	PfHsp40 yeast	TcdB inh	UGM FP inh	Mtb BioA inh	FadD28 FP inh	Y pestis TopoI	FBA Mtb inh
Cc1cc(NC(=O)CN(C)S(=O)(=O)c2ccc(-c3ccc(=O)[nH]n3)s2)ccc1Br	4.3	0.2	0.6	-1.6	-0.6	-3.6	0.0	-3.8	4.5
CCOc1ccc(N2C(=O)Nc3ccccc3C2(O)C(=O)NCc2ccc3c(c2)OCO3)cc1 (stereo not drawn)	5.9	-0.6	-0.9	.	-1.3	-0.5	0.5	9.6	-0.3
CCO[C@@H]1OC(C(=O)N2CCN(C)CC2)=C[C@H](C2CCCCC2)[C@H]1CCCO	-8.3	-0.6	-0.2	-0.3	0.1	-1.0	-3.5	5.4	0.4
CC(C)C(C)NC(=O)COc1ccc(S(=O)(=O)N2CCOCC2)cc1Cl (stereo not drawn)	-0.3	-0.9	-0.2	2.0	-1.7	-0.9	-1.2	4.9	2.4
O=C(N/N=C\c1cccc(F)c1)c1ccc(Cn2cc(Br)c([N+](=O)[O-])n2)o1	15.1	-0.1	1.1	1.1	3.6	.	-6.9	-12.9	1.5
Cc1ccc2c(c1)C=CC(C#N)N2C(=O)c1ccccc1 (stereo not drawn)	6.2	-1.3	-1.1	2.6	-0.1	.	-2.6	0.8	1.0
Cc1cccc(C(=O)N/N=C/c2ccncc2)c1	11.5	5.3	-0.5	.	-1.6	.	0.7	3.6	1.2
Cc1ccc2c(c1)N(CC(=O)Nc1ncccc1C)C(=O)C(C(C)C)O2 (stereo not drawn)	3.5	-1.2	-1.6	1.1	1.4	-1.1	-1.0	-11.4	-0.1
CCn1c(SCC(=O)NCCOC)nc2sc3c(c2c1=O)CCCC3	16.7	-0.7	-1.2	.	0.2	-0.9	-3.9	-0.7	-0.5
Cc1ccc(NC(=O)C2CC(O)CN2C(=O)OCc2ccccc2)c(C)c1 (stereo not drawn)	-3.4	0.0	-0.6	-0.1	-1.8	-0.5	.	4.4	-2.9
Cc1cc2ncn(CC(C)C)c2cc1C	4.3	0.9	-1.2	-1.8	-1.3	.	-2.7	1.9	-1.1
CCOP(=O)(OCC)C(Nc1cccc([N+](=O)[O-])c1)c1ccccc1 (stereo not drawn)	0.0	i	0.0	0.2	1.5	.	1.0	5.3	1.7
COc1ccc(NC(=O)c2ccc3ncsc3c2)c2ccccc12	-13.7	-4.2	2.3	2.9	-1.9	4.8	0.0	12.2	1.0
COc1ccc(-c2nc3ccccc3c(=O)n2CCOc2cc(C)ccc2C)cc1	14.9	-0.1	0.4	0.3	1.0	-4.1	-0.6	-3.1	4.0
O=C(OCc1nnc(-c2ccccc2)o1)C1=COCCO1	2.3	5.3	-0.6	.	-0.3	-0.5	-4.2	3.2	2.6
COc1ccccc1NS(=O)(=O)c1ccc(O)cc1	-5.6	i	-1.0	.	-1.0	1.2	-1.3	-3.4	0.3
NNC(=O)Cn1c(-c2nonc2N)nc2ccccc21	4.1	1.7	-0.9	1.3	3.6	.	-2.2	4.5	5.0
C=CCOc1ccccc1CN1CCC(n2nccc2NC(=O)C2CCOC2)CC1 (stereo not drawn)	0.3	-0.4	-0.9	3.7	-0.9	-0.4	.	4.9	-1.8
CC(Sc1nnnn1-c1ccc(O)cc1)C(=O)NNC(=O)c1ccc(F)cc1 (stereo not drawn)	7.4	i	1.4	0.1	1.0	-4.4	-0.6	-3.3	-0.2
Cc1ccc2nc(NC(=O)C3CCN(S(=O)(=O)c4ccc5c(c4)oc(=O)n5C)CC3)sc2c1	7.5	-0.1	-0.5	-0.1	3.0	-0.8	-0.4	8.1	0.0
Cn1nc(C(=O)Nc2ccc(Br)cc2)cc1C(=O)Nc1ccc(Br)cc1	7.7	-0.3	0.7	0.3	-1.8	-0.6	1.0	2.9	-0.1
CCCCCN(C(=O)CCC(=O)OCC(=O)NC1CCC(C)CC1)c1c(N)n(CCCC)c(=O)[nH]c1=O (stereo not drawn)	-6.0	-0.5	-1.0	1.3	-1.5	-1.5	-1.3	19.6	3.7
CCCCc1nnc(NC(=O)C(C)Sc2nc(O)c(Cc3ccccc3)c(=O)[nH]2)s1 (stereo not drawn)	-3.2	-0.3	-0.8	2.4	4.8	0.2	-0.4	1.1	-1.3
CC(C)(C)c1cc(-n2ccnc2)n2ncc(-c3ccc(Cl)cc3)c2n1	0.4	-0.3	-2.1	.	1.4	.	0.5	-3.9	2.6
Cc1c(Cc2ccccc2)c(=O)oc2cc(OCC(=O)N3CCC(C(=O)O)CC3)ccc12	32.4*	-0.5	0.6	0.1	-1.4	7.1	-4.2	6.3	148.2*
CCO[C@H]1OC(C(=O)N2CCOCC2)=C[C@@H](C2CC2)[C@@H]1CCCO	0.4	-1.4	-0.8	0.3	-0.4	-0.1	-1.7	-4.3	0.2
CC1(C)CC(=O)C(CC2C(=O)CC(C)(C)CC2=O)C(=O)C1	1.6	-0.4	0.0	-4.7	0.5	.	0.9	1.3	0.0
Cc1ccc(O)c(C(=O)c2cnc3c(c2)COc2ccc(C)cc2-3)c1	10.1	0.5	1.0	.	-0.2	1.1	-4.2	15.8	-0.9
COc1ccc2nc(NC(=O)CN3CCOCC3)sc2c1	3.7	-1.4	0.8	.	2.5	0.1	-2.2	-12.7	1.3
CCOC(=O)c1c(C)c(/C=N/Nc2ccccc2)n(C)c1C	9.2	-0.3	0.0	-1.7	.	.	-0.6	-12.3	-2.1
